Compound activity as filed in PubChem.
Yfh1-depleted yeast: enhancers of respiration in Yfh1-depleted yeast, dose response, Friedreich's ataxia, plus single-dose screen (AID 1465). fold induction at 50 µM; hits with a dose series show EC50 in µM. S. cerevisiae Yfh1-off respiration, WST-1 reduction, 72 h; higher fold induction means a stronger effect. hit rate 0.074% among 220,000;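 active = fold induction of absorbance versus untreated yeast above a set limit, then at least 30% activation at any dose in follow-up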;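 also: activators that raise dye reduction in frataxin-depleted yeast; strong numbers were not always called active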
b-catenin transl: modulators of beta-catenin nuclear translocation, primary screen, imaging, HeLa cells, immunofluorescence, high-content | AID 1665, 2009 | nuclear translocation activity, % at 5 µM | hit rate 0.3% among 190,000;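 active = nuclear translocation activity above 50% at 5 µM, with a well cell count of 50 or more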;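 also: per-cell ratio of nuclear to cytoplasmic median beta-catenin stain intensity; plate controls were DMSO negative control for no effect and GSK-3 inhibitor IX positive control for full effect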
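Test system: human HeLa cells, native beta-catenin. Compound dosing: 5 µM primary single dose, 0.1% DMSO, 0.02–20 µM confirmation series. Incubation: compound exposure 24 h at 37°C. Detection: beta-catenin immunostaining with DAPI counterstain, 20x imaging, 6 fields/well. Read-out basis: Nuclear/cytoplasmic beta-catenin signal ratio, % activation.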
Hep lipid drop: inhibitors of hepatocyte lipid droplet formation, primary screen, imaging, high-throughput imaging, BODIPY stain; AML12 mouse hepatocytes, oleate lipid droplets; inhibition, % at 6.5 µM; hit rate 0.4% among 240,000;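 active = lipid droplet intensity inhibited by at least 50%, with more than 500 cells counted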
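Assay system: AML12 hepatocytes (mouse); Probe or stimulus: oleic acid at 100 µM to induce lipid droplet formation; Dosing: compound at 6.5 µM only; Schedule: compound with oleate, overnight; Detection: fluorescence imaging, 20x objective, two fields per well; Measure: % inhibition of lipid droplet signal.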
Insulin prom up: insulin promoter activators in MIN6 cells, imaging, high-content screening, mouse beta cells | MIN6 insulin promoter-GFP reporter; active compounds read high | z-score at 5 µM | hit rate 0.3% among 190,000 | AID 1625, 2009;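 active = z-score above 3 at 5 µM with at least 500 cells counted in the well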
NOD2 inhibition: NOD2 signaling inhibitors, cell-based, luminescence, uHTS, HEK293 (AID 1566). HEK293 NOD2/NF-kB luciferase reporter, luminescence; higher % means a stronger effect. one-dose inhibition, % at 4 µM; EC50 in µM for titrated hits. hit rate 0.63% among 290,000; in the data active = inhibition above about 50%; also: many of its hits are not listed in these tables
Dynein cargo inh: inhibitors of GR-EGFP nuclear translocation, primary screen, dynein cargo transport inhibitor project, imaging, high-content, 3617.4 mouse cells; test concentration mostly 20 µM; stimulated with dexamethasone, 1 µM; active compounds read low; z-score, hits read low; hit rate 0.47% among 220,000; AID 1381, 2008;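 active = plate z-score of nuclear minus cytoplasmic receptor signal below a set negative limit, without overly bright fluorescence or cell loss, cut at about -3.5 in these data, passing the limit was not always enough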;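 also: z-score of nuclear minus cytoplasmic ring GR-EGFP intensity difference per well; some compounds called inactive have numbers as strong as hits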
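Buffer or medium: tetracycline-free induction medium containing charcoal-stripped FBS / Reagent: dexamethasone agonist, 1.0 µM final, for 30 min / Technique: automated 10x imaging of fixed Hoechst-stained cells / Times: induction 48 h, compound 1 h, agonist 30 min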
MT stabilize HCS: microtubule stabilizers in HeLa cells, primary screen, imaging, high-content imaging; % tubulin-high responders, % at 10 µM; HeLa tubulin immunostaining HCS, 24 h; share of cells brighter than vehicle mean+2SD; hit rate 0.83% among 200,000;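 active = plate Z-score above 3 for both tubulin-high and condensed-nucleus cell shares, with cell loss under 80%, at 10 µM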;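 also: anti alpha tubulin signal scored within the nucleus-defined area of each cell; some results filed as inactive read as strong as hits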
WT yeast gro inh: growth inhibition of WT strain, primary screen, mitochondrial fusion inhibitor project, WT and mutant strains, chemical genetic; mitochondrial fusion phenotypic screen; inhibition, % at 10 µM; hit rate 2.1% among 190,000; AID 1362, 2008; in the data active = inhibition above about 58%; tested in S. cerevisiae
Autophagy HCS: autophagy modulators in MEF cells, primary screen, imaging, high-content, MEF GFP-LC3; MEF GFP-LC3 puncta imaging; test concentration mostly 10 µM; hit rate 0.98% among 190,000; calls only at 10 µM (by protocol); AID 463193, 2010;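 active = percentage of spot-positive cells more than 3 SD above its plate mean, without a fluorescence outlier flag or 80% toxicity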;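 also: spot-positive cell cutoff set from DMSO-treated cells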
WT yeast gro inh mutant strain: also measured in WT yeast gro inh; calls as there; inhibition, %; mitochondrial fusion phenotypic screen, mutant strain inhibition
Dynein cargo inh cytoplasmic EGFP: also measured in Dynein cargo inh; calls as there; z-score; measured here: cytoplasmic GR-EGFP intensity; active compounds read high
Dynein cargo inh nuclear GR-EGFP: second read-out of Dynein cargo inh, no call of its own (marks repeat the call); z-score; measured here: nuclear GR-EGFP intensity;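 lower value marks the stronger effect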
Dynein cargo inh cell count: recorded beside Dynein cargo inh, whose call it bears; z-score; measured here: cell count per field
Insulin prom up cell count: further read-out of Insulin prom up, marked with its call; cell count; measured here: cytotoxicity, nuclei count;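 total cells summed across four imaged fields per well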
Hep lipid drop cells 6.5 µM: also measured in Hep lipid drop; calls as there; cell count; measured here: cell count, cytotoxicity flag;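 cells counted across two imaged fields per well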
b-catenin transl cell count 5 µM: further read-out of b-catenin transl, marked with its call; cell count; measured here: cell count, cytotoxicity flag
MT stabilize HCS Hoechst-high %: further read-out of MT stabilize HCS, marked with its call; % Hoechst-high responders; measured here: nuclear condensation Hoechst responders;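 share of cells brighter than vehicle mean plus two SD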
MT stabilize HCS cytotoxicity %: second read-out of MT stabilize HCS, no call of its own (marks repeat the call); toxicity, %; measured here: cytotoxicity by cell density;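 0% = mean cell density of plate MIN control wells and 100% = no cells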
Autophagy HCS cell loss 18 h: recorded beside Autophagy HCS, whose call it bears; toxicity, %; measured here: cell loss, nuclei count;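 cell loss after 18 h compound exposure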
* marks the source's active call; other numbers are inactive results; i = inactive; nt = no result given. These rows are one share of the data; count on the stated rates, not on these rows.

SMILES	Yfh1-depleted yeast	b-catenin transl	b-catenin transl cell count 5 µM	Hep lipid drop	Hep lipid drop cells 6.5 µM	Insulin prom up	Insulin prom up cell count	NOD2 inhibition	Dynein cargo inh	Dynein cargo inh cytoplasmic EGFP	Dynein cargo inh nuclear GR-EGFP	Dynein cargo inh cell count	MT stabilize HCS	MT stabilize HCS Hoechst-high %	MT stabilize HCS cytotoxicity %	WT yeast gro inh	WT yeast gro inh mutant strain	Autophagy HCS	Autophagy HCS cell loss 18 h
CC(=O)O[C@@H]1[C@H]2[C@@H](C[C@@H](C)[C@@H]3CCC(=O)[C@@]13C)OC(=O)[C@@H]2C	i	-1.7	1141	-2	763	nt	nt	21%	-0.078	-0.82	-0.039	0.00066	nt	nt	nt	nt	nt	nt	nt
O=C(NCCCn1ccnc1)c1cc(-c2ccncc2)nc2ccccc12	i	0.9	1094	-2	679	0.12	1225	-7%	-0.015	-0.14	0.18	-0.89	2.5	2.3	7.6	-5	-16	i	-6
CC(=O)c1c(C)oc2ccc(O)c(CN3CCOCC3)c12	i	nt	nt	nt	nt	1.1	893	7%	-1.1	-0.28	-0.3	0.49	3.9	1.6	7.9	-8	-16	i	-7
O=S1(=O)C=C(SCc2ccc(Cl)c(Cl)c2)Nc2ccccc21	i	nt	nt	nt	nt	nt	nt	19%	1.8	-0.18	1.1	-0.22	2.7	2.2	7.8	9	4	i	-35
Cn1c(=O)c2c(nc(SCCCO)n2Cc2ccccc2Cl)n(C)c1=O	i	nt	nt	-7	738	-1	1314	5%	-0.091	-0.16	0.17	0.0077	2.1	3.6	6.2	9	5	i	3
O=C(CN(C(=O)CCC(=O)Nc1nccs1)C1CCCC1)NCc1ccc2c(c1)OCO2	i	-1.2	1100	1	705	0.31	1333	4%	-0.21	-0.31	0.21	0.6	3.9	4.1	6.9	-13	9	i	2
Cc1cc(C)n(C(=O)Cn2nc([N+](=O)[O-])c(Br)c2C)n1	i	0.6	1095	0	725	0.04	1145	9%	-0.12	-0.18	-0.4	0.12	1.7	1.7	4.5	3	2	i	-11
CCn1cc(/C=C2\SC(=O)N(CC(=O)Nc3ccc4c(c3)OCO4)C2=O)c2ccccc21	i	3.0	1376	nt	nt	-0.02	1499	7%	-0.52	-0.18	-0.39	0.33	3.0	2.1	5.4	-12	46	i	-18
c1ccc(C2=NNC(c3ccco3)=Nc3ccccc32)cc1	i	1.4	1514	-9	690	0.92	1341	9%	-0.49	-0.15	-0.23	0.85	2.0	2.3	6.5	11	2	i	16
O=c1cc(-c2cccc(Cl)c2)oc2cccc(O)c12	i	-0.1	1165	-5	752	-0.38	1003	-2%	-0.5	-0.84	-0.29	0.54	nt	nt	nt	nt	nt	nt	nt
O=C(c1cccnc1)N(Cc1ccccc1)C1(C(=O)Nc2ccccc2)CCCCC1	i	-3.0	549	-26	597	-0.34	1309	7%	0.11	0.35	-0.069	-1.2	3.1	3.5	8.1	-7	-15	i	-7
COc1cc(CC(=O)NCc2ccc3c(c2)OCO3)cc(OC)c1OC	i	nt	nt	-2	730	0.56	1197	-2%	-0.34	-0.24	0.1	0.18	1.3	1.2	30	-1	-16	i	2
O=C(Nc1ccccc1N1CCN(c2ccccc2)CC1)c1ccccc1	i	1.1	1092	-26	723	-0.71	1260	-23%	-0.032	-0.28	0.071	0.055	1.9	2.3	8.4	29	17	i	17
O=C1CSC(c2ccc3c(c2)OCO3)N1c1ccc(Oc2ccccc2)cc1 (stereo not drawn)	i	nt	nt	nt	nt	nt	nt	9%	0.45	-0.24	-0.091	-0.35	4.4	2.0	1.9	47	14	i	-4
Cn1c(SCC#N)nnc1-c1cnccn1	i	2.7	482	-134	741	nt	nt	17%	-0.71	-0.26	-0.35	1	4.2	1.9	8.7	0	7	i	-2
O=C(NCc1ccncc1)Nc1ccc2c(c1)OCO2	i	0.1	998	15	725	-0.24	1404	-2%	-0.32	-0.26	-0.26	0.35	2.2	1.8	2.4	4	10	i	-31
COc1ccc(C2C(C(C)=O)=C(C)N=c3s/c(=C\c4ccc5c(c4)OCO5)c(=O)n32)c(OC)c1 (stereo not drawn)	i	nt	nt	nt	nt	nt	nt	nt	-3.3	7.2	-0.37	0.38	3.5	1.8	4.9	nt	nt	i	0
CCC(C(=O)NC1CCCCC1)n1c(SCc2ccc(F)cc2)nc2ccncc21 (stereo not drawn)	i	-0.6	530	-4	734	0.34	1265	5%	0.81	0.038	1.3	-1.6	3.2	1.8	12	0	-7	i	21
CC1CCCCC1NC(=O)/C(C#N)=C/c1ccc(OCC(N)=O)cc1 (stereo not drawn)	i	-4.9	1148	1	642	0.48	1375	6%	-1.2	-0.2	-0.61	0.21	2.6	2.8	12	-27	2	i	8
CC(C)CC1C(C#N)=C(N)Oc2n[nH]c(-c3cccs3)c21 (stereo not drawn)	i	nt	nt	13	777	-0.51	940	10%	-0.13	0.12	0.32	-1	1.4	1.1	7.6	-23	-6	i	-6

Just MT stabilize HCS cytotoxicity %, Dynein cargo inh nuclear GR-EGFP and Dynein cargo inh (two entries from above):
SMILES | MT stabilize HCS cytotoxicity % | Dynein cargo inh nuclear GR-EGFP | Dynein cargo inh
O=C(Nc1ccccc1N1CCN(c2ccccc2)CC1)c1ccccc1 | 8.4 | 0.071 | -0.032
O=C1CSC(c2ccc3c(c2)OCO3)N1c1ccc(Oc2ccccc2)cc1 (stereo not drawn) | 1.9 | -0.091 | 0.45

The listing continues.
SMILES	Yfh1-depleted yeast	b-catenin transl	b-catenin transl cell count 5 µM	Hep lipid drop	Hep lipid drop cells 6.5 µM	Insulin prom up	Insulin prom up cell count	NOD2 inhibition	Dynein cargo inh	Dynein cargo inh cytoplasmic EGFP	Dynein cargo inh nuclear GR-EGFP	Dynein cargo inh cell count	MT stabilize HCS	MT stabilize HCS Hoechst-high %	MT stabilize HCS cytotoxicity %	WT yeast gro inh	WT yeast gro inh mutant strain	Autophagy HCS	Autophagy HCS cell loss 18 h
O=C(COC(=O)c1cn(-c2ccccc2)nc1-c1cccnc1)NC1CC1	i	-3.6	1091	4	685	-0.08	1393	17%	-0.11	-0.18	0.02	-0.19	1.5	2.6	6.5	7	0	i	3
Cc1nnc(SC(C(=O)c2ccccc2)c2ccccc2)[nH]c1=O (stereo not drawn)	i	0.3	1256	8	686	-0.31	1027	23%	-0.69	-0.78	-0.2	-0.041	nt	nt	nt	nt	nt	nt	nt
O=C(O)C1(P(=O)(c2ccccc2)c2ccccc2)CCCC1	i	2.3	1292	-15	793	0.16	1029	6%	1.5	-0.22	1.2	-1.3	nt	nt	nt	nt	nt	nt	nt
COc1cccc(N2CCN(c3ccc(N4C(=O)CCC4=O)cc3[N+](=O)[O-])CC2)c1	i	0.4	1116	-14	701	0.01	1268	3%	-0.21	-0.33	-0.06	0.88	3.1	1.9	5.5	-10	-7	i	0
CCOC(=O)N1CCN(C(=S)NC(=O)c2ccc(Br)cc2)CC1	i	0.5	1078	3	691	-0.51	1187	5%	1.7	-0.35	0.95	0.42	2.4	4.5	7.2	17	22	i	21
COC(=O)Cn1c(=O)sc2ccccc21	i	0.4	1017	-5	777	0.8	1367	6%	-0.22	-0.19	0.09	0.0077	2.2	3.5	6.8	-9	-4	i	-4
O=C(/C=C/c1cccs1)NCc1ccccc1	i	-2.4	1103	-26	678	0.3	1228	-9%	-0.66	-0.2	-0.34	0.23	2.0	1.5	6.5	-5	7	i	12
CCc1nc(SCC(=O)NCCc2ccccc2)n[nH]1	i	-0.6	1079	-2	727	-0.22	1296	-7%	-0.44	-0.28	0.0065	0.16	3.2	0.2	5.4	3	14	i	4
Cc1c(N2C(=O)/C(=C\c3ccccc3O)SC2=S)c(=O)n(-c2ccccc2)n1C	i	-0.8	1373	0	748	nt	nt	-31%	-2.9	0.19	-1.3	2.2	nt	nt	nt	nt	nt	nt	nt
NC(=NC1CCCCC1)c1ccc([N+](=O)[O-])cc1	i	-2.5	1147	-1	815	-0.19	709	-3%	-0.99	-0.25	-0.48	0.87	1.1	3.2	21	35	-4	i	-7
COC(=O)CNS(=O)(=O)c1ccc(OC)cc1	i	-1.7	1331	nt	nt	-0.88	1690	14%	0.51	-0.22	-0.36	-0.35	3.0	2.3	8.1	-7	-1	i	-9
COc1ccc(C(=O)Cc2cc(OC)c(OC)cc2C(=O)c2ccccc2F)cc1OC	i	-0.3	1495	-1	665	2.1	1446	7%	0.79	-0.24	0.24	-0.27	5.9	2.5	11	-5	9	i	-4
O=C(O)C1CCCN1S(=O)(=O)c1cccc2nsnc12 (stereo not drawn)	i	-1.3	1000	0	730	-0.46	1499	4%	1.5	-0.11	1.7	-2.1	2.1	1.7	11	-3	-15	i	-14
Cc1cccc(OC(=O)c2cncc(Br)c2)c1	i	nt	nt	3	681	0.08	1166	10%	-0.23	-0.3	-0.005	0.71	2.2	3.9	3.8	5	2	i	3
Cc1nc(Nc2ccc(C(=O)O)cc2)sc1-c1ccccc1	i	2.1	1045	1	669	-0.34	1528	-48%	0.71	-0.2	0.66	-0.32	1.8	2.5	6.2	-1	-3	i	-41
Cc1ccc(CNC(=S)NCc2ccncc2)cc1	i	-2.2	1116	19	723	-0.85	1403	22%	-0.6	-0.24	-0.3	0.53	1.7	1.7	11	4	7	i	13
COc1ccc(Cl)cc1NC(=O)C(C)N1CCc2ccccc21 (stereo not drawn)	i	-0.3	1073	-26	735	-1.7	1131	15%	0.31	0.47	0.51	-1.1	1.7	1.1	0.1	54	18	i	1
